BRCA1 expr up: qHTS Assay to Identify Small Molecule Activators of BRCA1 Expression. MCF7-BRCA1-FFLuc reporter, luminescence, 48 h; response scale: scaled: vehicle 0%, 10 µM genistein 100%. Potency, µM (titrated, usually from 46.1 µM), inactives show at the top dose activation, hits mostly activators. hit rate 1.1% among 380,000; further: potency means the concentration at half of the fitted maximal effect; nearly all actives have a fitted effect of over 80% in size; some results filed as inactive show a strong effect at the top dose
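Activators of BRCA1 expression were detected as increased firefly luciferase luminescence in engineered MCF7 cells after 48 h compound incubation. Signals were scaled to genistein 10 microM as full activation.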
Eya2 phos inh: qHTS Assay for Inhibitors of the Phosphatase Activity of Eya2 | Potency, µM (titrated, usually from 76.9 µM), for the others: top-dose activity, negative = inhibition, most hits filed as inhibitors | Protein phosphatase EYA2 (Homo sapiens), O00167 | hit rate 0.006% among 330,000 | recombinant Eya2, OMFP fluorescence dephosphorylation (OMFP is methylfluorescein phosphate); further: potency means the concentration at half of the fitted maximal effect; on the % scale 0 is the no-effect control and ±100 the full control effect
Target sequence (O00167 whole entry, looked up): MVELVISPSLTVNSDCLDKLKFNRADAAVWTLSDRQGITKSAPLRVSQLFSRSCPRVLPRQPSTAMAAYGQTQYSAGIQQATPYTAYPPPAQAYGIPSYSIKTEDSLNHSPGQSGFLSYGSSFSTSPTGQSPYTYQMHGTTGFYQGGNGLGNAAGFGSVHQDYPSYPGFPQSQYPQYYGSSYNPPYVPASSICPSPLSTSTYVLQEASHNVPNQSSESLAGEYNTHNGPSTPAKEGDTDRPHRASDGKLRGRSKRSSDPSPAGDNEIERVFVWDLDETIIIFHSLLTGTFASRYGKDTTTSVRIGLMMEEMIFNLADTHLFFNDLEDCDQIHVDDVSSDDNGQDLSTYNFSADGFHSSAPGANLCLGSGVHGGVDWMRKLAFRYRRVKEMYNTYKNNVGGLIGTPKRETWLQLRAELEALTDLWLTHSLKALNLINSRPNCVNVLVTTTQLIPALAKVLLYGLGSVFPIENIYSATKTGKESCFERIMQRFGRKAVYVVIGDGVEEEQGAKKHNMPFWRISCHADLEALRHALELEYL
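Eya2 protein (added as 0.2 uM solution) was preincubated with compound for 10 min at ambient temperature in 50 mM HEPES pH 7.5, 50 mM NaCl, 5 uM MgCl2, 0.05% BSA, 1 mM DTT. OMFP (added at 50 uM) then reacted 10 min; fluorescence read at 485/525 nm.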
B2AR arrestin: qHTS assay of beta-arrestin-biased ligands of beta2-adrenergic receptor; beta-arrestin recruitment to beta2AR, cell-based reporter; Potency, µM (titrated, usually from 46.1 µM), inactives show at the top dose activation, actives largely listed as activators; hit rate 0.02% among 330,000;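 further: potency means the concentration at half of the fitted maximal effect; 0% = DMSO controls and full agonism = EC100 isoproterenol or metaproterenol; nearly all actives have a fitted effect of over 65% in size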
p53 reactivator: qHTS assay for re-activators of p53 using a Luc reporter; H1299 p53-A138V BP100-luciferase reporter, luminescence, 24 h; Potency, µM (top dose mostly 92.2 µM), for the others: at the top dose activity change, positive = activation, most hits filed as activators; hit rate 0.063% among 320,000; AID 504706, 2011; further: potency means the concentration at half of the fitted maximal effect; % of control where 0% means no effect; nearly all actives have a fitted effect of over 45% in size
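H1299 (p53-null), stable ts p53-A138V + BP100-Luc; 1000 cells/well, Opti-MEM/10% FBS; cpd 4 pt, 1:5; 24 h, 37 deg C, 5% CO2; detection reagent 10 min RT; luminescence.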
TRPV1 ag: HTS Assay for Compounds that Act as Agonists of the Vanilloid Receptor 1 | activation, % at 8.33 µM | TRPV1-expressing cells, Fluo-8 calcium influx, agonist mode | AID 540275, 2011 | hit rate 0.19% among 320,000; in the data active means activation above about 80%; inconclusive means between about 30% and that limit; further: 0% is about no effect
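TRPV1-expressing cells were cultured overnight at 35.5C and loaded with Fluo-8 calcium dye for 40 to 90 min at room temperature. After a 10 s baseline, compound was added and calcium influx was read kinetically for 3 min (ex 480/em 520 nm).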
Integrin act MD: qHTS for Activators of Integrin-Mediated Alleviation for Muscular Dystrophy | alpha7betagal myoblasts, beta-gal FDG fluorescence, 48 h | Potency, µM (top dose mostly 38.3 µM), for the others: top-dose activation, actives largely listed as activators | hit rate 0.064% among 350,000;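 further: potency means the concentration at half of the fitted maximal effect; 100% = response of the positive control SU9516; nearly all actives have a fitted effect of over 60% in size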
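alpha7betagal+/- myoblasts (passage 13, 250/well) treated 48 h at 37C with compounds at 1:260 dilution of DMSO stock. Lysed, then beta-galactosidase activity read as FDG fluorescence (ex 480/em 540) after 30 min, with pre-read for autofluorescence.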
uPA surface inh: qHTS for Inhibitors of Cell Surface uPA Generation | cell surface uPA generation assay, qHTS | Potency, µM (top dose mostly 38.3 µM), for the others: at the highest dose activity change, negative = inhibition, usual class: inhibitors | hit rate 0.31% among 330,000 | AID 540303, 2011; active means well fitted inhibition curve with a large enough effect; inconclusive means small, poorly fitted or top-dose-only effect; inactive means no such curve, though single readings can be large or run the other way; tested in mouse RAW 264.7 cells; further: potency means the concentration at half of the fitted maximal effect; on the % scale 0 is the no-effect control and ±100 the full control effect; nearly all actives have a fitted effect of over 55% in size
USP2a block: qHTS Assay for Inhibitors of Ubiquitin-specific Protease USP2a Using CHOP2 as the Reporter | Ubiquitin carboxyl-terminal hydrolase 2 (Homo sapiens), O75604 | USP2 core, Ub-CHOP2 coupled fluorogenic reporter, 485/531 | Potency, µM (top dose mostly 38.3 µM), without a hit: at the top dose activity change, negative = inhibition, hits mostly inhibitors | hit rate 0.01% among 330,000 | AID 463254, 2010;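 further: potency means the concentration at half of the fitted maximal effect; plate controls were DMSO wells for no effect and full inhibition by NEM control for full effect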
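Cell-free coupled assay: 10nM USP2 core preincubated 30min RT with compound in Tris-HCl pH 8.0/CaCl2/CHAPS buffer, then 25nM Ub-CHOP2 and 25nM reporter substrate; fluorescence (Ex 485/Em 531) read after 60min RT, normalized to NEM inhibition, concentration-response curves fitted.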
S-ASM inh: Inhibitors of Secretory Acid Sphingomyelinase (S-ASM): qHTS | Sphingomyelin phosphodiesterase (Homo sapiens), P17405 | placental ASM, HMU-PC fluorogenic substrate, 60 min | Potency, µM (series often up to 57.5 µM), inactives show at the highest dose activity change, negative = inhibition, hits mostly inhibitors | hit rate 0.006% among 340,000; further: potency means the concentration at half of the fitted maximal effect
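Fluorescence read-out (Ex 386 nm, Em 447 nm) after stopping the reaction at pH 10. Enzyme: ASM from human placenta; substrate HMU-PC0, 9 uM final; 60 min, 37 °C. Compound preincubation 10 min, ambient temperature.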
PTAP TSG101 blk: qHTS Assay for Iinhibitors of HIV-1 Budding by Blocking the Interaction of PTAP/TSG101. Potency, µM (highest dose often 115 µM), for inactives: at the highest dose activity change, negative = inhibition, actives largely listed as inhibitors. 340,000 tested, under 10 active. Fluorescence polarization, FITC-PTAP peptide / Tsg101 binding; active means well fitted inhibition curve with a large enough effect in the main read-out, with a control signal flat, not every such curve was filed as active; inconclusive means small, poorly fitted or top-dose-only effect, or effect the other way, or a change in a side signal; inactive means no such curve, though single readings can be large or run the other way; further: potency means the concentration at half of the fitted maximal effect; % of control where 0% means no effect
Target sequence (Q99816 whole entry, looked up): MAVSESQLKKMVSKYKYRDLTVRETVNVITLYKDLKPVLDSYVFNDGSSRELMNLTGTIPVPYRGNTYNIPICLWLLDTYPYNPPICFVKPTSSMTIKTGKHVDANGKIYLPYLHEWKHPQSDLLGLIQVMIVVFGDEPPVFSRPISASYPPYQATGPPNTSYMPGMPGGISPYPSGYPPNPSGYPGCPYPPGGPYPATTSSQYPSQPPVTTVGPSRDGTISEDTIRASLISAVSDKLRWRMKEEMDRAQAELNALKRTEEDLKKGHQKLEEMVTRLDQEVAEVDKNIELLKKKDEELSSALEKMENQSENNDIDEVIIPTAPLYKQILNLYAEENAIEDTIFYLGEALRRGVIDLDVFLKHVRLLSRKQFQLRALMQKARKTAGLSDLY
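Tsg101 binding domain (10 uM final) was mixed with compound and a FITC-labeled PTAP peptide (50 nM final) in HEPES pH 7.5 buffer with NaCl, Tween 20, EDTA and TCEP; fluorescence polarization was read after 20 min at r.t.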
ELG1 genotox: qHTS screen for small molecules that induce genotoxicity in human embryonic kidney (HEK293T) cells expressing luciferase-tagged ELG1 | AID 504466, 2011 | HEK293T ELG1-luciferase reporter, luminescence, 16 h | Potency, µM (highest dose often 46 µM), inactives show top-dose activity change, positive = activation, usual class: activators | hit rate 1.3% among 330,000; further: potency means the concentration at half of the fitted maximal effect; % of control where 0% means no effect; nearly all actives have a fitted effect of over 60% in size
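DMSO vehicle served as control against compound-treated ELG1-luciferase HEK293T cells; exposure lasted 16 hr at 37 °C and 5% CO2, followed by ONE-Glo luminescence detection after 30 min.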
* marks the source's active call; other numbers are inactive results; ? = inconclusive; . = no result given; [ ] = another dose, or the depositor's remark. Unless noted, the call rests on the fitted dose curve; in most records, active means well fitted curve in the direction sought with a large enough effect; inconclusive means small, poorly fitted or top-dose-only effect, or another doubt; inactive means no such curve, though single readings can be large; an effect the other way counts as inactive or inconclusive.

Molecule	BRCA1 expr up	Eya2 phos inh	B2AR arrestin	p53 reactivator	TRPV1 ag	Integrin act MD	uPA surface inh	USP2a block	S-ASM inh	PTAP TSG101 blk	ELG1 genotox
CCOC(=O)Cc1cc(=O)[nH]c(Nc2nc3ccccc3o2)n1	40%	6%	-0.7%	?	1	-18%	1%	0%	-3%	-6%	0%
COc1cc(C)ccc1OCCCOc1c(Cl)cccc1Cl	1%	4%	3.8%	9%	-7	6%	-1%	1%	0%	0%	1%
COc1ccc(CCNC(=O)C2CCN(S(=O)(=O)c3ccc(C)cc3)CC2)cc1	3%	-5%	-0.7%	.	1	38%	-6%	-1%	2%	0%	-10%
Fc1ccccc1COc1ccc(/C=N/NC(=S)NCc2ccccc2)cc1	-22%	1%	-0.3%	13%	0	-26%	5%	-3%	-2%	-6%	9%
CCOc1ccc(C(=S)NC2CCCCC2)cc1OC	19%	-3%	-0.7%	7%	2	-22%	-8%	-1%	-3%	.	4%
Cc1cc(NS(=O)(=O)c2ccc(NC(=O)C(C(C)C)N3C(=O)c4ccccc4C3=O)cc2)nc(C)n1 (stereo unspecified)	4%	13%	-0.3%	1%	-2	13%	0%	-5%	-1%	-5%	-1%
CCOC(=O)C1=C(C)Nc2ncnn2C1c1cc(Br)ccc1F (stereo unspecified)	-54%	21%	-0.3%	-7%	-5	-5%	-12%	0%	80%[activator]	-11%	-4%
O=C(COc1ccccc1F)OCC(=O)N1CCc2ccccc21	-7%	16%	0.3%	16%	1	8%	1%	3%	-1%	-5%	-1%
O=C1c2cccc3cc([N+](=O)[O-])cc(c23)C(=O)N1/N=C/c1ccc(O)cc1O	-6%	-8%	0.0%	-8%	3	-53%[inhibitor]	-2%	0%	-6%	-3%	0%
Cc1ccc(-n2c(N)cc(=O)nc2SCC(=O)N2CCN(c3ccccc3)CC2)cc1	6%	2%	0.3%	8%	-1	-27%	-2%	0%	2%	-3%	-4%
O=C(C1CCN(S(=O)(=O)c2cccc3nsnc23)CC1)N1CC=C(c2ccccc2)CC1	-26%	-2%	-0.1%	-3%	.	1%	-9%	2%	-1%	1%	-8%
CC(=O)O[C@@H]1[C@@H](O)[C@@H](O)[C@H](Oc2c(-c3ccc(O)cc3)oc3c(CC=C(C)C)c(O)cc(O)c3c2=O)O[C@H]1C	-6%	.	.	.	.	5%	9%	.	-24%	0%	.
O=C(NCC1(N2CCCCC2)CCCCC1)c1cccc(S(=O)(=O)Nc2ccc(F)cc2)c1	-13%	6%	-0.1%	-2%	-1	-2%	-24%	2%	3%	-4%	1%
Cc1ccc(S(=O)(=O)N(CC(=O)N2CCOCC2)CC(=O)N2CCOCC2)cc1	0%	6%	-0.7%	0%	-6	-10%	2%	-1%	2%	-4%	1%
O=C(NCc1ccc2c(c1)OCO2)C1CCN(S(=O)(=O)N2CCOCC2)CC1	-3%	11%	-0.3%	0%	2	13%	1%	-4%	4%	0%	-3%
CN(C)C(=O)c1nc2ccc(Cl)cn2c1CNCc1ccccc1OC(F)(F)F	-12%	-11%	-0.5%	-3%	18	23%	-4%	0%	-2%	0%	-3%
c1ccc(-c2csc(CN3CCCCC3)n2)cc1	?	.	.	.	.	14%	-6%	.	0%	1%	.
C[C@H](CO)N1C[C@H](C)[C@@H](CN(C)C(=O)Nc2ccc(C(F)(F)F)cc2)Oc2c(NC(=O)Nc3ccc(C(F)(F)F)cc3)cccc2C1=O	-56%	1%	-1.4%	-8%	.	-39%	?	-15%	?	-2%	-7%
O=C(CSc1nnc(NC(=O)c2ccco2)s1)NC1CCCC1	0%	6%	-0.3%	?	-2	1%	-4%	-7%	2%	4%	1%
COCCN1Cc2cc3cc(C)ccc3nc2SC1=Nc1cccc(OC)c1	-16%	4%	-1.1%	4%	17	0%	2%	-5%	-2%	-3%	-2%
COc1ccc(C2=CC(=O)C[C@H](COCc3ccccc3)N(C(=O)OC(C)(C)C)O2)cc1	-38%	.	.	.	.	-8%	3%	.	7%	-4%	.
CCOCCCNC(=O)c1ccc2c(c1)ncn2-c1cccc(C)c1	-38%	-9%	-1.2%	-3%	0	-27%	-8%	3%	-2%	0%	7%
CCOc1ccc(Nc2nc(NCC3CCCO3)c3ccccc3n2)cc1 (stereo unspecified)	-22%	-2%	0.0%	9%	3	-66%[inhibitor]	-9%	-5%	-18%	-3%	-7%
O=C(c1ccccc1)N1CCC(c2nc3c(nnn3Cc3ccco3)c(=O)[nH]2)CC1	10%	-10%	-0.4%	4%	.	28%	22%	0%	1%	-3%	7%
CC(C)NC(=O)Cc1ccc(Br)cc1	0%	.	.	.	17	-2%	-1%	.	-1%	-2%	.
COc1ccc(OCc2nn[nH]n2)cc1	2%	-10%	-1.0%	.	-5	-5%	1%	-1%	0%	-3%	0%
CCCC(c1nnnn1C1CCCC1)N1CCN(c2ccccc2F)CC1 (stereo unspecified)	-28%	-5%	-0.1%	6%	15	-18%	2%	3%	-1%	-3%	-7%
CC(/C=N/NC(=O)Cc1cccs1)=C\c1ccccc1	?	2%	?	?	27	4%	3%	6%	1%	0%	?
CC(C)NC(=O)c1ccccc1NC(=O)C1COc2ccccc2O1 (stereo unspecified)	-25%	2%	0.3%	?	4	-9%	-1%	3%	0%	0%	-6%
CCCOc1ccc(C(=O)N2CCN(c3ccc(NC(=O)CC)cc3Cl)CC2)cc1	-42%	-33%	-0.8%	-9%	-4	-6%	1%	-13%	-10%	-5%	-10%
O=C(NCc1ccccc1C(F)(F)F)c1cccc2c1C(=O)c1ccc(N3CCOCC3)cc1S2(=O)=O	0%	4%	0.1%	4%	.	-1%	14%	1%	6%	0%	5%
O=C(Cc1cccc(NC(=O)C2CCN(S(=O)(=O)c3cccc([N+](=O)[O-])c3)CC2)c1)Nc1cccc(C(=O)N2CCCCC2)c1	5%	.	.	.	.	-12%	5%	.	-3%	0%	.
CCOC(=O)C1=C(C)NC(c2cccs2)C(=O)N1 (stereo unspecified)	-5%	-4%	-0.7%	-13%	-3	-19%	2%	1%	0%	-3%	-2%
Cc1cc(NC(=O)CSc2ncc(C(F)(F)F)cc2Cl)no1	0%	0%	0.0%	-6%	.	-16%	0%	2%	5%	-3%	-1%
O=C(NCc1ccccc1)Nc1cccn(Cc2ccccc2)c1=O	11%	1%	0.2%	?	24	-10%	-2%	3%	0%	-2%	-2%
CC(NC(=O)Cc1ccc(NS(=O)(=O)c2cccc(C(F)(F)F)c2)cc1)c1ccccn1 (stereo unspecified)	-31%	-1%	0.2%	-3%	-3	-14%	17%	2%	2%	-3%	-16%
Cc1ccccc1CNCCCSc1ncccn1	-16%	-1%	-0.9%	.	2	-3%	0%	0%	1%	-1%	0%
CC(C#N)Sc1nnc(-c2ccccc2F)n1C1CC1 (stereo unspecified)	-14%	2%	0.1%	-3%	1	12%	2%	0%	48%[activator]	-8%	0%
Cc1ccc(CNC(=O)NC2CCCCC2)cc1	10µM*	-2%	-0.8%	?	?	-2%	-5%	2%	3%	-5%	?

Compound activity (PubChem)
